Screening results from PubChem.
MITF primary: human MITF inhibition, primary screen; AlphaScreen MITF homodimerization, bead proximity signal; O75030; AID 1259374; inhibition, % at 2.6 µM; hit rate 0.91% among 650,000; in the data active = inhibition above about 50%;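 also: 0% = vehicle wells with protein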
Target sequence (O75030 whole entry, looked up): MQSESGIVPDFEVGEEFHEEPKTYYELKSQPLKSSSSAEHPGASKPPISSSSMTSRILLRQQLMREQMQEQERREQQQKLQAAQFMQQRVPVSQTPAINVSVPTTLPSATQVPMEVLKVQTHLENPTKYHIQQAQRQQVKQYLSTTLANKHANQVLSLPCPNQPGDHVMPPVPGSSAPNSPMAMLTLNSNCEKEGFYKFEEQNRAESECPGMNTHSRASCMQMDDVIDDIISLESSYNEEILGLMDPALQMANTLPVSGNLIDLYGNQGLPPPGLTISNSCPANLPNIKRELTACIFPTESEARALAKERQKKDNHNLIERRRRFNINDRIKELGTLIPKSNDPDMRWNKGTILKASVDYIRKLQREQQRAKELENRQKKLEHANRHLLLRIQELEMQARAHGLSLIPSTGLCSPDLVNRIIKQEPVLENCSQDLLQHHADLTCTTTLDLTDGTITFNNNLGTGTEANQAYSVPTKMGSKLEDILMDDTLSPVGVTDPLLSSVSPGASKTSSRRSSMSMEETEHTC
TEAD-YAP inh: TEAD-YAP interaction inhibition. HEK-TIYL cells, TEAD-Gal4/YAP UAS-luciferase luminescence. inhibition, % at 9.12 µM. hit rate 1.4% among 640,000. AID 1259422; in the data active = inhibition above about 32%;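 also: 0% = median of test compound wells and 100% = reference inhibitor wells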
GPR151 activ: activates the human receptor GPR151 | PathHunter beta-arrestin GPR151 cells, luminescence | activation, % at 11.2 µM | hit rate 1% among 650,000 | AID 1508602; in the data active = activation above about 4.9%;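 also: 0% = median of compound wells and 100% = cells with positive control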
Target sequence (Q8TDV0 whole entry, looked up): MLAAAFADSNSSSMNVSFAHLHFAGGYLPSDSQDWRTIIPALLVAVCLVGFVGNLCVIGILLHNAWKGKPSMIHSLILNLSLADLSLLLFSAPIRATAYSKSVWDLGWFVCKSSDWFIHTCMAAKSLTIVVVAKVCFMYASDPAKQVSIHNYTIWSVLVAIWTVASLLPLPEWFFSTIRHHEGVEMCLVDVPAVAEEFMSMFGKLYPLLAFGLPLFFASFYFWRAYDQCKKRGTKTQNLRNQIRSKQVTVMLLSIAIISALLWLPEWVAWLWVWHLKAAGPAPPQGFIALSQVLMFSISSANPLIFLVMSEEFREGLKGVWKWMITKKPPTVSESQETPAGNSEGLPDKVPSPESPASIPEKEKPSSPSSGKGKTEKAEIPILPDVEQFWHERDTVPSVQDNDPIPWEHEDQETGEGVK
FBW7 activator: human FBW7 E3 ligase activation, primary screen. hit rate 0.13% among 650,000. AlphaScreen FBW7–phospho-cyclin E peptide binding, activator screen. normalized activity (activation), % at 26.1 µM; in the data active = normalized activity above about 1.9%;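 also: purified mutant Fbw7 with reduced substrate affinity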
* marks the source's active call; other numbers are inactive results; & = joins results of further samples. Compounds were not picked by outcome; 3.5% or so of the library scored in one or more.

Below each compound: MITF primary	TEAD-YAP inh	GPR151 activ	FBW7 activator
O=C(CNC1=NCCC1)c1ccc(-c2ccccc2)cc1
 : 6	-10	-0.8	0.1
O=C(COc1ccc(Br)cc1)OCC(=O)c1c[nH]c2ccccc12
 : -6	-9	1.1	0.0
CC1=C(C(=O)OCc2ccc(C)cc2)C(c2ccccc2OCc2ccccc2)NC(=O)N1 (stereo not drawn)
 : 15	1	-0.6	-0.1
N#Cc1ccccc1COC(=O)c1ccc(S(=O)(=O)NCc2ccco2)cc1
 : 8	2	-0.4	-0.2
COc1ccc(S(=O)(=O)N(CC(=O)NCCO)Cc2ccccc2)cc1
 : -2	0	1.1	0.0
CCN(C(=O)CSc1nncn1-c1ccccc1)C1CCCCC1
 : 9	-10	-0.4	0.6
CCCNC(=O)Cc1cn(-c2ccc(Nc3cccc(N(C)C)c3)nn2)c2ccccc12
 : 10	-20	1.2	0.3
CCOC(=O)N1CCN(C(=O)c2sc3ncnc(N4CCN(c5ccccc5)CC4)c3c2C)CC1
 : 27	-10	4.4	0.0
COc1cc(Nc2ncnc3c2c(-c2ccccc2)cn3-c2ccc(Br)cc2)cc(OC)c1OC
 : 16	8	-0.5	0.6
Cc1nc(C)c(C(=O)Nc2ccc(Br)cc2)o1
 : 56*	2	-1.1	0.4
CCN(CC)S(=O)(=O)c1ccc(F)c(C(=O)NCCCN2CCOCC2)c1
 : 15	7	-0.9	0.8
CC(=O)Nc1ccc(C)c(NC(=O)c2ccc(Cl)cc2)c1
 : -9	-4	-0.3	0.2
CC(C)C(=O)N1CCCSC1=Nc1ccccc1
 : 5	7	1.2	0.1
Cc1ccc([N+](=O)[O-])cc1NC(=O)COc1ccc(S(=O)(=O)NC(C)C)cc1Cl
 : 0	-6	-0.1	0.0
CCN(CC)c1nc(NCCO)nc(Nc2ccc(C(F)(F)F)cc2)n1
 : 3	-8	0.6	0.0
COCCCNC(=O)C(=O)Nc1ccc(C)c(C)c1
 : 0	-82	-0.2	-0.2
O=C(Nc1ccc(NC(=O)c2sc3ccccc3c2Cl)cc1)c1cccs1
 : -5	5	0.0	0.0
O=C(CCc1ccccc1)N1CCN(Cc2ccsc2)CC1
 : 2	-5	0.5	-0.1
O=c1c(-c2ccccc2Cl)coc2cc(O)ccc12
 : 0	-29	-0.1	-0.1
Cc1ccc(C2SCC(=O)N2c2ccccc2)cc1 (stereo not drawn)
 : -6	-20	2.3	0.0
Cc1cc2c(=O)n(CC(=O)N3CCN(c4ccccc4F)CC3)cnc2s1
 : 1	1	-0.9	-0.2
CCCCOc1ccc(C(=O)Nc2ccc3nc(SCC(=O)NCCc4ccccc4)sc3c2)cc1
 : -3	-3	0.0	-0.1
COCC(C)(C)NS(=O)(=O)c1ccc(C)cc1
 : -1	5	0.6	0.0
Nc1cc(=O)[nH]c(=S)n1-c1ccc(F)cc1
 : 1	5	-0.2	0.0
CCN1C(=O)S/C(=C/c2cccn2-c2ccccc2)C1=O
 : 11	7	1.9	-0.1
O=C(NC(C(=O)Nc1cccc(Cl)c1)c1ccccc1Cl)c1ccc2ccccc2n1 (stereo not drawn)
 : 3	-1	-0.5	-0.1
CCN1C(=O)C(O)(CC(=O)c2ccccc2)c2ccccc21 (stereo not drawn)
 : -9	-2	3.3	0.2
CCc1cccc(C)c1NC(=O)c1cc(S(=O)(=O)NCc2ccccc2Cl)ccc1F
 : 6	2	0.6	0.1
COc1ccc2c(c1C)CCC(C1(O)C(=O)Nc3ccccc31)C2=O (stereo not drawn)
 : 0	-1	-1.0	-0.1
CN(Cc1ccccc1)CC(O)COc1ccc(CNCC2(O)CCCCC2)cc1 (stereo not drawn)
 : 9	6	2.4	0.0
O=C(Nc1ccccc1)c1cc2cc(Br)ccc2oc1=Nc1ccc(F)cc1
 : 3	-10	2.8	0.0
COCCN1C(=O)/C(=C/c2cc(Br)c(OC)cc2OC)SC1=S
 : -10	-12	-0.6	-0.3
C/C(=N\N=C(/N)SC1CC(=O)N(C)C1=O)c1ccc(F)cc1 (stereo not drawn)
 : 6	4	-0.5	0.1
CCOC(=O)c1ccc(NC(=O)CNS(=O)(=O)c2c(C)cc(C)cc2C)cc1
 : -2	-3	-1.2	-0.2
FC(F)(F)Oc1cccc(-c2cc(NCCCN3CCOCC3)ncn2)c1
 : 14	5	-0.7	0.0
CCc1ccc(OCCCC(=O)Nc2nnc(C(C)C)s2)cc1
 : -4	-8	0.8	-0.1
Cc1cnc2c(c1SCCc1ccccc1)c(=O)n(C)c(=O)n2C
 : -6	1	0.3	0.0
COc1ccc(-n2nnnc2SCC(=O)Nc2cc(C(N)=O)cc(C(N)=O)c2)cc1
 : 6	0	2.2	0.0
COc1ccccc1CNC(=O)CN1CCN(Cc2ccc(C)cc2)C1=O
 : -2	2	-0.2	-0.3
Cc1ccc(-c2nc3ccccc3s2)cc1NC(=O)c1ccc(-c2cccc([N+](=O)[O-])c2)o1
 : -9	-7	0.3	0.2
Cn1c(=O)c2c(nc(N3CCCC3)n2CCc2ccccc2)n(C)c1=O
 : 8	3	0.6	-0.1
O=C(C[n+]1ccccc1)Nc1ccccc1C(=O)O
 : -6	4	7.5*	0.0
COCCOC(=O)C1=C(C)NC(=O)NC1c1ccc(F)cc1 (stereo not drawn)
 : -2	0	4.3	-0.1
O=C(C#Cc1ccccc1)N1CCc2nnc(Cc3ccccc3)n2CC1
 : -3	27	1.4	-0.2
O=C(COC(=O)c1cccnc1)Nc1ccc(Cl)cc1Cl
 : -6	5	1.4	0.1
Cc1ccc(NC(=O)C(N)=O)cc1Cl
 : 0	-11	0.6	-0.1
COCCNC(=O)/C(C#N)=C/c1cn(Cc2ccccc2C#N)c2ccccc12
 : -11	9	2.5	-0.4
COc1ccccc1C1CC(c2ccccc2)=NN1c1ccccc1 (stereo not drawn)
 : -20	-11	-0.3	0.9
CC(=O)c1ccc(N2Cc3ccccc3C2)cc1
 : -14	38*	-4.2	0.0
Cc1ccccc1OCC(=O)NNC(=O)c1ccc(Sc2nncn2C)c([N+](=O)[O-])c1
 : 1	4	2.7	0.0
CC12CCC(C(=O)N3CCN(c4ncccn4)CC3)(c3nc4ccccc4nc31)C2(C)C (stereo not drawn)
 : 13	3	1.8	0.1
COc1ccc(CNC(=S)Nc2cccc(C(C)=O)c2)cc1OC
 : 21	6	0.7	-0.2
COc1ccccc1C1(CC(=O)N2CCCC(C)C2)CC(=O)N(C2CCCC2)C1=O (stereo not drawn)
 : 12	-58	0.1	-0.1
NC(=O)C1CCN(c2nc3ccccc3c3nc(-c4ccncc4)nn23)CC1
 : 15	-17	-0.2	1.2
Cc1cc(Nc2ccccc2)nc(-c2ccc(C(=O)NC3CC3)cc2)n1
 : -4	-11	-0.4	-0.1
COc1cccc(CN2CCN(Cc3ccc(OC)c(OC)c3OC)CC2)c1
 : 66*	6	-0.3	0.0
O=S1(=O)CCN2C(=N1)SC1=C2CCN(Cc2ccccc2)C1
 : 7	0	1.7	-0.1
COc1cc(CCNC(=O)c2cnn3ccccc23)cc(OC)c1OC
 : 10	5	0.4	0.2
COCCNc1oc(-c2ccccc2C)nc1C#N
 : 2	-12	-1.0	0.1
CC1CCc2c(oc3c2cc(NS(=O)(=O)c2ccccc2)c2ccccc23)C1 (stereo not drawn)
 : 14	2	0.7	0.1

(next part)
Below each compound: MITF primary	TEAD-YAP inh	GPR151 activ	FBW7 activator
CCN(CC)CCN1C(=O)C(=O)/C(=C(/O)c2cccc(OC)c2)C1c1cccs1 (stereo not drawn)
 : 18	12	-0.3	1.1
Cn1c(=O)c2ncn(CC(=O)NN=Cc3cccc(O)c3)c2n(C)c1=O
 : 2	0	0.1	-0.2
CC(=O)c1ccc(-c2cc(Cl)c3c(c2)CC(CNC(=O)c2cnccn2)O3)s1 (stereo not drawn)
 : -15	-22	-0.3	0.0
CCCCN(CC#CC(O)(c1ccccc1)c1ccccc1)CCO
 : -3	-3	1.1	-0.1
CC1CCN(C(=O)CN2Cc3ccccc3OC(c3ccccc3F)C2)CC1 (stereo not drawn)
 : -1	1	0.7	0.0
Cc1cccc(NC(=O)c2cccc(-n3cc(NC(=O)Nc4ccccc4Cl)cn3)c2)c1
 : -13	-5	0.7	0.1
COc1ccc(C2C(C#N)=C(N)N(c3ccc(C)cc3)C3=C2C(=O)CCC3)cc1 (stereo not drawn)
 : 2	14	0.6	-0.2
COc1ccc(NC(=O)CO/N=C2\CCCc3nonc32)cc1
 : -6	-14	-0.6	-0.1
Cc1cc(N2CCOCC2)nc2ccc(NC(=O)C3CCC(C(C)(C)C)CC3)cc12 (stereo not drawn)
 : 5	4	-0.5	0.0
CC(/C=N/NC(N)=S)Cc1ccc2c(c1)OCO2 (stereo not drawn)
 : 10	13	-0.2	0.1
O=S(=O)(Nc1cccc2nsnc12)c1ccccc1
 : 4	20	-0.1	0.3
COc1ccc(C2=N/C(=C\c3ccc(Cl)cc3Cl)C(=O)O2)cc1OC
 : 13	-7	-1.0	0.5
Nc1nnnn1/N=C/c1cccc(Br)c1
 : 0	-7	-0.5	-0.2
O=C(O)CN(CC(=O)O)C(=O)OCc1ccc([N+](=O)[O-])cc1
 : -3	7	0.5	0.6
Cn1c(C(=O)NCc2ccccn2)cc2c(=O)n(C)c3ccccc3c21
 : -14	5	0.0	-0.2
Cc1ccc(NC(=O)C2CC(=O)N(Cc3ccccc3)C(=Nc3ccccc3)S2)c(C)c1 (stereo not drawn)
 : 7	9	0.6	0.0
CC1OC(Nc2ccccc2[N+](=O)[O-])C(O)C(O)C1O (stereo not drawn)
 : -21	11	1.1	-0.1
Cc1ccc(N(CCCN2C(=O)c3cccc4cccc(c34)C2=O)C(=O)C(C)(C)C)c(C)c1
 : 4	12	0.4	-0.1
CC(C)(C)NS(=O)(=O)c1ccc(NS(=O)(=O)c2ccccc2)cc1
 : 7	4	-0.2	0.1
O=S(=O)(c1c(F)cccc1F)N1CCN(Cc2c(O)ccc3ccccc23)CC1
 : 12	-4	0.5	-0.1
Cc1ccc(NC(=O)NCCCN2CCc3ccccc3C2)c(Cl)c1
 : -5	-13	0.0	-0.3
COc1ccc(OC)c2c1CC(C)(C)N/C2=C\C(N)=O
 : 14	2	-0.2	0.6
Cc1[nH]nc2c1C(c1ccco1)CC(c1ccccc1)=C2 (stereo not drawn)
 : 9	-13	0.8	-0.2
O=C(CNC(=O)c1cccs1)c1ccccc1
 : -5	8	-5.0	0.0
O=C1c2ccccc2C(=O)C1(Br)c1ccccc1
 : 2	0	-0.2	-0.3
Cc1ccc(C2=NN(S(=O)(=O)c3ccccc3)C(c3cc4cccc(C)c4nc3Cl)C2)cc1 (stereo not drawn)
 : 1	5	0.2	0.1
Cc1ccc(C)c(NC(=O)COC(=O)CSc2nnc(NC3CCCCC3)s2)c1
 : 11	2	0.5	0.1
CC(C)(C)c1ccc(-c2nc3ccc(Br)cc3c(=O)o2)cc1
 : -15	21	1.9	-0.4
COc1ccc(Cl)cc1Nc1nc(-c2ccc(C)cc2)nc2ccccc12
 : 15	7	-0.3	0.1
COc1cc(Nc2nc(-c3c(C)noc3C)nc3nc[nH]c23)cc(OC)c1OC
 : -4	14	4.3	-0.1
Oc1c(C=Nc2ccccc2)sc(=S)n1Cc1ccccc1
 : 17&-21	-9&2	-0.9&-0.2	1.4&0.1
CN1C(=O)C(O)(CC(=O)c2ccc(Br)s2)c2ccccc21 (stereo not drawn)
 : 4	6	1.1	0.6
CC(=O)Nc1cccc(Nc2ncnc3sc(C)c(C)c23)c1
 : -13	-18	-0.3	-0.1
CC(C)c1ccc(NC(=O)c2sc3nc4c(c(-c5cccs5)c3c2N)CCCC4)cc1
 : 0	-14	4.0	-0.2
